Source: PubChem BioAssay
KCNK9 inh: human KCNK9 channel inhibition. actives 1.2% (n = 310,000). B-score at 10 µM. AID 488922. HEK293 KCNK9, FluxOR thallium flux fluorescence; hits give low values. Q9NPC2;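 active = ratio B-score over 3 SD below the library mean, with starting fluorescence within 5 SD of its mean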;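 note: negative B-score means less thallium flux so channel inhibition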
Target sequence (Q9NPC2 whole entry, looked up): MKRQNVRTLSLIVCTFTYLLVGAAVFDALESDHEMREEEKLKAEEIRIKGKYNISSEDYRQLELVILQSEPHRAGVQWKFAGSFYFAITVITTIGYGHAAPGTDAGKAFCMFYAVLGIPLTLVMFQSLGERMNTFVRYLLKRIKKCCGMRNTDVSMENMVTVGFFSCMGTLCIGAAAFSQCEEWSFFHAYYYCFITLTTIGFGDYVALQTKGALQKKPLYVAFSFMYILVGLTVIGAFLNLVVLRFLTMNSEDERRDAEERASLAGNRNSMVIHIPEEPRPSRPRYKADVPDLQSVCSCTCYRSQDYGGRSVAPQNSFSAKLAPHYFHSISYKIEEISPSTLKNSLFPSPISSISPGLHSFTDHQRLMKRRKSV
TRPC4 potent: allosteric potentiators of mouse TRPC4 channel; Q9QUQ5; HEK293 TRPC4beta/mu-opioid, DAMGO EC20, Fluo-4 Ca2+ flux; hits give high values; B-score at 10 µM; actives 0.42% (n = 310,000);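 active = B-score of calcium response area above 5 SD of library B-scores, with initial fluorescence ratio within 5 SD of library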;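 note: B-score of integrated fluorescence ratio over time as area under calcium response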
KCNQ1 block: inhibitors of human KCNQ1 potassium channel. CHO-K1 KCNQ1, FluxOR thallium flux fluorescence; hits give high values. actives 1.3% (n = 310,000). B-score at 10 µM. AID 2642. P51787;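 active = compounds whose thallium flux B-score, printed positive for inhibition, exceeds three library SD while starting fluorescence stays within three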;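 note: channel opened by potassium depolarization with thallium stimulus after 20 min compound exposure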
KCNK3 inh: human KCNK3 channel inhibition, primary screen | O14649 | CHO-KCNK3 thallium flux, FluxOR fluorescence; hits give low values | B-score at 10 µM | actives 0.84% (n = 340,000);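 active = B-score under library mean minus 4 SD, starting fluorescence ratio at most library mean plus 5 SD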;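 note: more negative B-score means stronger inhibition of thallium flux through KCNK3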
TMEM16A inh: blocks the mouse calcium-activated chloride channel TMEM16A; Q8BHY3; HEK293 TMEM16A/YFP iodide influx fluorescence, ionomycin; normalized B-score (activity score, 25-100; higher = stronger inhibition) at 10 µM; actives 1.2% (n = 310,000); AID 588511;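 active = ratio plate-corrected score three or more library SD toward inhibition, starting fluorescence score within five deviations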;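 note: score derived from kinetic fluorescence span divided by baseline fluorescence per well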
HDAC3 inh: human HDAC3 inhibition. AID 2718. recombinant HDAC3, fluorogenic peptide/trypsin coupled, fluorescence. inhibition, % at 8.3 µM. actives 0.15% (n = 320,000); in the data active = inhibition above about 26%, passing the limit was not always enough; inconclusive = no clear call, values can overlap the other calls
Target sequence (O15379 whole entry, looked up): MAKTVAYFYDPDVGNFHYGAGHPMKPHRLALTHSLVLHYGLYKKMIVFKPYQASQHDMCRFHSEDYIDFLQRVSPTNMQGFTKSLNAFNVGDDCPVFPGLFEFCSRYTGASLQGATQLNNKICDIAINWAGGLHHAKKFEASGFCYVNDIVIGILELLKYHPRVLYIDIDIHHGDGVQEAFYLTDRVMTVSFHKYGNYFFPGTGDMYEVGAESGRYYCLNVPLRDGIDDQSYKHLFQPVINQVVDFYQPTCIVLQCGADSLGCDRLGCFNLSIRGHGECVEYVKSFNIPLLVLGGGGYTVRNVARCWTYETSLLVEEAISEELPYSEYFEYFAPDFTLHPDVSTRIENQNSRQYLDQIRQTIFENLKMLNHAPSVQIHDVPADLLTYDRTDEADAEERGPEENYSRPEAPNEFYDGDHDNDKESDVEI
TRPC4 act: opens the mouse TRPC4 cation channel; HEK293 TRPC4beta/mu-opioid, Fluo4 calcium fluorescence; hits give high values; B-score at 10 µM; actives 0.49% (n = 310,000);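 active = B-score above 5 SD of library B-scores, and initial fluorescence ratio not above library mean plus 5 SD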;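 note: positive B-score marks a calcium rise read as TRPC4 activation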
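Material: TRPC4beta and mu-opioid receptor HEK293 stable cells | Incubation: 45 min room-temperature Fluo4 loading, 110 s read | Detection: Kinetic Fluo4 calcium fluorescence | Measure: Integrated baseline-normalised fluorescence ratio, converted to per-well B score | Benchmarks: Low control buffer alone, high control maximal DAMGO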
DYRK1A inh: inhibitors of rat Dyrk1A kinase. inhibition, % at 12.5 µM. ADP-Glo luminescence, NFATc1 peptide. AID 504441. actives 0.43% (n = 310,000); in the data active = inhibition above about 50%;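 note: plate controls were vehicle with enzyme for no effect and no enzyme for full effect; many of its hits are not listed in these tables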
KCNQ1 act: human KCNQ1 channel potentiation or activation; P51787; CHO-K1 KCNQ1, thallium flux FluxOR fluorescence; hits give high values; B-score at 10 µM; actives 0.35% (n = 310,000);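 active = fluorescence ratio B-score, a plate-corrected score, at least three library SD, with initial intensity B-score within 5 SD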
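Material: CHO-K1 cells stably expressing KCNQ1. Medium: assay buffer for compound exposure, DMSO matched across wells. Reagent: K+/Tl+ depolarizing stimulus. Compound dosing: single-concentration screen. Times: 37 °C overnight plating, 90-min dark dye load, 20-min compound pretreatment. Technique: FluxOR Tl+ flux fluorescence.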
hERG protect: hERG (human) protection from proarrhythmic block; Q12809; CHO-hERG, FluxOR thallium flux, dofetilide IC70 present; activation (rescue from dofetilide block), less the hit threshold, % at 10 µM; actives 0.51% (n = 310,000);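 active = activation above the mean of controls blocked by dofetilide plus 5 SD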;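 note: thallium influx through hERG after potassium depolarization seen as dye fluorescence rise; in these data hits start at about 4.7%; inactives centre near -7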
TMEM16A act: activators or potentiators of mouse TMEM16A chloride channel; HEK293 TMEM16A/YFP-H148Q/I152L, iodide quench fluorescence; hits give low values; AID 623877; B-score at 10 µM; actives 0.3% (n = 340,000); Q8BHY3;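 active = fluorescence-ratio B-score plate-corrected deviation score at least 3 library SD below zero, with starting fluorescence score within 5 deviations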;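 note: channel opened by trigger with iodide after compound preincubation; score built on the fluorescence ratio of max minus min over baseline; more negative score means more quench and so TMEM16A activation or potentiation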
An asterisk follows results filed as active; i = inactive; ? = inconclusive; nt = not tested or not shown.

SMILES	KCNK9 inh	TRPC4 potent	KCNQ1 block	KCNK3 inh	TMEM16A inh	HDAC3 inh	TRPC4 act	DYRK1A inh	KCNQ1 act	hERG protect	TMEM16A act
O=C(O)CSc1sc(=S)sc1SCC(=O)O	i	i	i	i	i	4.3	i	-6.3	i	-8.5	i
O=C(O)c1cccc(-n2cccc2/C=C\[N+](=O)[O-])c1	i	i	i	i	i	4.5	i	nt	i	-16.4	i
CSc1ccc(S(=O)(=O)NCC(=O)OC2CCOC2=O)cc1[N+](=O)[O-] (stereo not drawn)	i	i	i	i	i	-10.5	i	13.1	i	-15.1	i
CCS(=O)(=O)N1CCC(C(=O)NCCN2CCN(Cc3ccccc3)CC2)CC1	i	i	i	i	i	?	i	nt	i	-8.0	i
Cc1cccn2c(=O)nc(SCC(=O)N3CCC(C)CC3)nc12	i	i	i	i	i	4.1	i	4.9	i	-17.8	i
CC(CNC(=O)c1cc(Cl)ccc1[N+](=O)[O-])NC(=O)c1cc(Cl)ccc1[N+](=O)[O-] (stereo not drawn)	i	i	i	i	i	-0.2	i	3.0	i	-8.3	i
Fc1ccc(Oc2ccnc(Cl)n2)c(Cl)c1	i	i	i	i	i	-5.0	i	nt	i	-2.0	i
O=C(Oc1coc(CSc2nnc(NC(=O)c3cccs3)s2)cc1=O)c1ccccc1	i	i	i	i	i	1.0	i	0.0	i	-6.7	i
CCc1nnc(NC(=O)CN2CCCC(C)C2)s1 (stereo not drawn)	i	i	i	i	i	4.0	i	-2.5	i	-3.4	i
CCCN1CCC(=NNC(=O)c2ccc(Br)o2)CC1	i	i	i	i	i	-1.7	i	-6.5	i	-4.8	i
CC1Cc2ccccc2N1C(=O)Cn1c(=O)oc2cc(S(=O)(=O)N3CCCCC3)ccc21 (stereo not drawn)	-7.23*	i	i	i	i	-10.7	i	-3.2	i	-7.6	i
CC(C)CCn1c(SCCc2ccccc2)nc2c1c(=O)[nH]c(=O)n2C	i	i	i	i	i	-5.0	i	3.7	i	-10.3	i
Cc1ccc(NC(=O)c2cc(-n3cnnc3)ccc2Cl)cc1	i	i	i	i	i	2.5	i	2.7	i	-0.9	i
Cc1ccc(CC(=O)N2CCN(C(=O)C3CCCO3)CC2)cc1 (stereo not drawn)	i	i	i	i	i	-3.8	i	nt	i	-6.0	i
Cc1ccc(C(=O)c2ccc([N+](=O)[O-])cc2)c(C)c1	i	i	i	i	i	2.0	i	4.9	i	-4.1	i
Cc1ccnc(NS(=O)(=O)c2ccc(Oc3ccccc3)cc2)c1	i	i	i	i	i	-3.5	i	-3.0	i	-10.9	i
COc1ccc(NC(=O)COc2ccccc2C#N)c(S(=O)(=O)N2CCCCC2)c1	i	i	i	i	i	-1.1	i	12.0	i	-8.6	i
CC(Cc1cccnc1)NC(=O)c1cc(COc2ccc(F)cc2F)on1 (stereo not drawn)	i	i	i	i	i	-0.3	i	-13.2	i	-11.8	i
O=C(/C=C\c1ccccc1)Oc1cccc2cccnc12	i	i	i	i	i	3.5	i	1.2	i	-16.1	i
O=C(Nc1ccccc1)C1=C(c2ccccc2)S(=O)(=O)CCS1(=O)=O	i	i	i	i	nt	nt	i	-0.1	i	-13.6	i
N#CCCN(Cc1ccccc1)C(=O)c1cccs1	i	i	i	i	i	5.1	i	0.3	i	-7.3	i
CCc1nc2c(cnn2-c2ccc(F)cc2)c(=O)n1-c1ccc(N2CCC(C)CC2)cc1	i	i	i	i	i	4.8	i	2.3	i	-11.6	i
O=C(CC(=O)Nc1ccc(F)cc1F)Nc1ccc(F)cc1F	i	i	i	i	i	-0.5	i	-0.2	i	-2.3	i
COC(=O)C1=C[C@@H](C(=O)OC)C2C3=C(C(=O)C24CCCCC4)[C@H](C)n2c(=O)n(-c4ccccc4)c(=O)n2[C@@H]3C1 (stereo partly drawn)	i	i	i	i	i	-1.8	i	1.0	i	-12.6	i
COc1ccc(C(=O)N2CCN(c3cnn(-c4ccccc4)c(=O)c3Cl)CC2)cc1	i	i	i	i	i	1.2	i	4.1	i	-8.4	i

Following part:
SMILES	KCNK9 inh	TRPC4 potent	KCNQ1 block	KCNK3 inh	TMEM16A inh	HDAC3 inh	TRPC4 act	DYRK1A inh	KCNQ1 act	hERG protect	TMEM16A act
CCOC(=O)C1CCCN(C(=O)COc2ccc(S(=O)(=O)N(CC)c3ccccc3)cc2)C1 (stereo not drawn)	i	i	i	i	i	-6.5	i	-0.4	i	-2.0	i
COc1ccc(OC)c(S(=O)(=O)N2CCC(NC(=O)c3ccccc3)CC2)c1	-7.26*	i	i	i	i	-2.3	i	-1.3	i	-4.6	i
COc1ccccc1CN1CC(C(=O)NCCc2ccc(Cl)cc2)CC1=O (stereo not drawn)	i	i	i	i	i	1.6	i	-0.4	i	-8.2	i
COc1cccc(OCc2cc(C(=O)N3CCN(C)C(c4ccccc4)C3)no2)c1 (stereo not drawn)	i	15*	i	i	i	-2.1	i	-4.2	i	-12.0	i
Cc1cccc(NC(=O)c2ccc3c(c2)CCN3S(C)(=O)=O)c1	i	i	i	i	i	-5.2	i	1.8	i	-1.6	i
CCNC(=O)/C(C#N)=C/c1c(N2CCN(c3ccccc3)CC2)nc2c(C)cccn2c1=O	i	i	i	i	i	4.5	i	0.5	i	-3.6	i
C/C=C/c1ccc(OCC(=O)N(CCOC)c2c(N)n(CCCC)c(=O)[nH]c2=O)c(OC)c1	i	i	i	i	i	-4.1	i	5.8	i	-12.4	i
Cc1ccc(CN2C(=O)c3ccccc3NC2c2ccccn2)cc1 (stereo not drawn)	i	i	i	i	i	-25.2	i	2.5	i	-12.6	i
COc1cc(/C=C/C(=O)O)ccc1OCc1ccccc1C#N	i	i	i	i	i	-5.8	i	0.2	i	-5.2	i
O=C(CS(=O)c1ccc(C(F)(F)F)cc1[N+](=O)[O-])Oc1ccc(Cl)cc1 (stereo not drawn)	i	i	i	i	i	0.5	i	0.8	i	-14.6	i
Cc1ccc2nc(-c3ccccc3)cc(C(=O)N3CCN(c4ccccc4O)CC3)c2c1	i	i	12*	i	i	18.6	i	3.9	i	-34.7	i
O=C1CCC(=O)N1Cc1c(Cl)cccc1Cl	i	i	i	i	i	-2.1	i	3.2	i	-5.0	i
COc1ccccc1CNC(=O)C1CCN(S(=O)(=O)c2cccc3cccnc23)CC1	i	i	i	i	i	9.4	i	-3.3	i	-1.7	i
CS(=O)(=O)N(CC(=O)NCc1ccccc1)C1CCCCC1	i	i	i	i	i	-19.4	i	-0.3	i	0.4	i
CN(C)C(=O)C1C2NC(=S)N(c3cccc(Cl)c3)C1(C)Oc1ccc(Cl)cc12 (stereo not drawn)	i	i	i	i	i	3.1	i	1.0	i	-14.5	i
COC(=O)c1ccc(Nc2c([N+](=O)[O-])ccc3nonc23)cc1	i	i	i	i	i	5.2	i	-4.3	i	-3.0	i
c1ccc(CNCc2ccco2)cc1	i	i	i	i	i	4.2	i	-1.4	i	2.7	i
Cc1ccc(NC(=O)CSc2ncn(-c3ccccc3)n2)cc1C	i	i	i	i	i	-2.8	i	-7.0	i	-9.5	i
CN1/C(=C\C(=O)COC(=O)CNC(=O)c2ccccc2F)C(C)(C)c2ccccc21	i	i	i	i	i	-1.8	i	-0.5	i	-32.5	i
C#CCOCCOCCOCCNc1nc(N2CCN(C(=O)[C@H]([C@@H](C)CC)n3cc(CCCN=C(N)N)nn3)CC2)nc(N2CCN(C(=O)[C@H](Cc3ccc(O)cc3)n3cc(CCO)nn3)CC2)n1	nt	nt	nt	i	i	-0.4	nt	-1.0	nt	nt	i
Cc1cccc(NC(=S)N(CCCN2CCOCC2)Cc2ccco2)c1	i	i	i	i	i	-6.8	i	-5.9	i	-2.4	i
COC(=O)C(CCCCNC(=O)c1ccc([N+](=O)[O-])cc1)NC(=O)c1ccc([N+](=O)[O-])cc1 (stereo not drawn)	i	i	i	i	i	-4.4	i	-0.6	i	-12.0	i
O=C1[C@@H]2C(c3cccnc3)=NO[C@@H]2C(=O)N1c1ccc(Cl)cc1Cl	i	i	i	i	i	nt	i	-0.9	i	-5.6	i
CCN(CC)CCCN(Cc1cc2cc3c(cc2[nH]c1=O)OCO3)C(=S)NCCOC	i	i	i	i	i	0.3	i	-0.9	i	-1.1	i
O=C(NCc1ccccc1)C1=C[C@@H](c2ccc(C(F)(F)F)cc2)C[C@@H](OCCCCO)O1	i	i	i	i	i	?	i	-0.3	i	-8.2	i

More results follow.
SMILES	KCNK9 inh	TRPC4 potent	KCNQ1 block	KCNK3 inh	TMEM16A inh	HDAC3 inh	TRPC4 act	DYRK1A inh	KCNQ1 act	hERG protect	TMEM16A act
O=C(CC1CC2CCC1C2)Nc1nc(-c2ccccn2)cs1 (stereo not drawn)	i	i	i	i	i	3.1	i	2.8	i	-24.6	i
CS(=O)(=O)c1ccc(Cl)c(NC(=O)C2CC(=O)N(Cc3ccccc3)C2)c1 (stereo not drawn)	i	i	i	i	i	1.1	i	0.1	i	-12.6	i
CN1C2CCC1CC(N(CCc1ccccc1)C(=O)c1ccc(Cl)cc1)C2 (stereo not drawn)	i	i	i	i	i	0.3	i	4.6	i	-9.6	nt
CC(C)CCNC(=O)NC(=O)CSc1nnc(COc2ccccc2Cl)o1	i	i	i	i	i	11.3	i	2.5	i	-4.3	i
CSc1nc2ccc(Cl)cc2[nH]1	i	i	i	i	i	-1.2	i	17.2	i	-9.2	i
Cc1ccccc1NC(=O)CCS(=O)(=O)c1ccc(Br)cc1	i	i	i	i	i	3.1	i	-1.1	i	-6.8	i
Cc1cc(C)cc(NS(=O)(=O)c2cc(Br)cnc2N)c1	i	i	i	i	i	-11.6	i	0.0	i	1.7	i
COc1ccc(N2CCN(C(=O)C(=O)c3cn(CC(=O)N4CCCCCC4)c4ccccc34)CC2)cc1	i	i	i	i	i	18.9	i	3.5	i	-13.6	i
CC(O/N=C/c1ccccc1OC(F)F)C(=O)Nc1cccc(S(=O)(=O)N2CCOCC2)c1 (stereo not drawn)	i	i	i	i	i	-5.1	i	2.1	i	-12.6	i
Cc1nn(C)c2ncc(C(N)=O)c(Oc3cccnc3)c12	i	i	i	i	i	-7.9	i	1.2	i	-3.9	i
O=C(O)/C=C/c1ccc(S(=O)(=O)N2CCN(CCN3C(=O)C4C5C=CC(C5)C4C3=O)CC2)cc1 (stereo not drawn)	i	i	i	i	i	0.8	i	-3.0	i	-13.7	i
Cc1ccc(C)c(NC(=O)CN(C)C(=O)c2cccc(S(=O)(=O)N(C)C)c2)c1	i	i	i	i	i	3.8	i	-1.4	i	-2.9	i
CC1CCCN(C(=S)SCC(=O)c2cc(Br)cc(Br)c2O)C1 (stereo not drawn)	i	i	i	i	i	-6.6	i	4.3	i	-6.8	i
Cc1cc(C)n(CC(=O)c2cccc([N+](=O)[O-])c2)n1	i	i	i	i	i	-8.4	i	nt	i	1.5	i
CCCc1oc(C(=O)O)cc1CN	i	i	i	i	i	-4.2	i	-2.5	i	-10.0	i

The list is partial; rates above refer to the full screens.
